Bioassay records: PubChem, National Center for Advancing Translational Sciences (NCATS)
RORgamma inh: qHTS for inhibitors of ROR gamma transcriptional activity. Nuclear receptor ROR-gamma (Mus musculus), P51450. Drosophila S2 Gal4-RORgamma UAS-luciferase reporter, 20 h. Potency, µM (doses to about 53.6 µM), for the others: at the highest dose activity change, negative = inhibition, usual class: inhibitors. 310,000 tested, 5.4% active. AID 2551, 2010; note: potency is the fitted concentration of half-maximal effect; % is set by controls: 0 for no effect and ±100 for the full control effect; nearly all actives have a fitted effect of over 60% in size
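In this cell-based reporter format, copper sulfate (700 uM final) drives Gal4–ROR gamma fusion expression from a metallothionein promoter in Drosophila Schneider cells; compounds preincubated 1 hr, reporter read after 20 hr at ambient temperature.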
Rab9 prom act: qHTS Assay for Rab9 Promoter Activators; Huh7 Rab9 promoter-luciferase reporter, luminescence, 24 h; Potency, µM (series often up to 9.22 µM), without a hit: at the highest dose activation, negative = inhibition, most hits filed as activators; 320,000 tested, 2.8% active; AID 485297, 2010; note: potency is the fitted concentration of half-maximal effect; % of control where 0% means no effect; nearly all actives have a fitted effect of over 60% in size
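Luminescence from Amplite-detected luciferase (10 minutes, ambient) reports Rab9 promoter activation. Before that, stable Rab9-luciferase Huh7 cells (1500/well, reduced-serum OP-MEM I plus 10% FBS) were exposed to compound for 24 hours at 37C.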
ELG1 DNA repair: qHTS screen for small molecules that inhibit ELG1-dependent DNA repair in human embryonic kidney (HEK293T) cells expressing luciferase-tagged ELG1; HEK293T ELG1-luciferase reporter, luminescence, 16 h; DNA damage induced by 5-fluorouridine; 330,000 tested, 2.3% active; Potency, µM (doses to about 46.1 µM), for inactives: at the highest dose activity change, negative = inhibition, most hits filed as inhibitors; AID 504467, 2011; note: potency is the fitted concentration of half-maximal effect; % is set by controls: 0 for no effect and ±100 for the full control effect; nearly all actives have a fitted effect of over 55% in size
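Step one: seed 2,000 cells per well. Step two: pin-transfer compound or DMSO alongside 5-fluorouridine. Step three: incubate 16 hr, 37 °C, 5% CO2. Step four: add ONE-Glo, wait 30 min, read luminescence.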
BRCA1 expr up: qHTS Assay to Identify Small Molecule Activators of BRCA1 Expression; MCF7-BRCA1-FFLuc reporter, luminescence, 48 h; response scale: scaled: vehicle 0%, 10 µM genistein 100%; Potency, µM (doses to about 46.1 µM), for the others: at the top dose activation, actives largely listed as activators; 380,000 tested, 1.1% active; note: potency is the fitted concentration of half-maximal effect; nearly all actives have a fitted effect of over 80% in size; some results filed as inactive show a strong effect at the top dose
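MCF7-BRCA1-FFLuc cells, 2000/well in phenol-red-free MEM, attached 2 h then treated 48 h at 37 C. Luciferase luminescence read 15 min after reagent; normalized to genistein maximum activation (10microM) and DMSO, concentration-response fitted.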
VP16 counter: VP16 counterscreen qHTS for inhibitors of ROR gamma transcriptional activity; Drosophila S2 Gal4-VP16 UAS-luciferase, luminescence, 20 h; Potency, µM (series often up to 53.6 µM), for the others: top-dose activity, negative = inhibition, hits mostly inhibitors; 310,000 tested, 3.5% active;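 note: Gal4-VP16 expression switched on by copper sulfate through the metallothionein promoter; potency is the fitted concentration of half-maximal effect; % is set by controls: 0 for no effect and ±100 for the full control effect; nearly all actives have a fitted effect of over 50% in size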
p53 reactivator: qHTS assay for re-activators of p53 using a Luc reporter; H1299 p53-A138V BP100-luciferase reporter, luminescence, 24 h; Potency, µM (top dose mostly 92.2 µM), for the others: at the highest dose activity change, positive = activation, actives largely listed as activators; 320,000 tested, 0.063% active; AID 504706, 2011; note: potency is the fitted concentration of half-maximal effect; % of control where 0% means no effect; nearly all actives have a fitted effect of over 45% in size
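H1299 (p53-null), stable ts p53-A138V + BP100-Luc; 1000 cells/well, Opti-MEM/10% FBS; cpd 4 pt, 1:5; 24 h, 37 deg C, 5% CO2; detection reagent 10 min RT; luminescence.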
TRPV1 ag: HTS Assay for Compounds that Act as Agonists of the Vanilloid Receptor 1. activation, % at 8.33 µM. TRPV1-expressing cells, Fluo-8 calcium influx, agonist mode. 320,000 tested, 0.19% active. Transient receptor potential cation channel subfamily V member 1 (Homo sapiens), Q8NER1. AID 540275, 2011; in the data active = activation above about 80%; inconclusive = between about 30% and that limit; note: 0% is about no effect
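TRPV1-expressing cells were cultured overnight at 35.5C and loaded with Fluo-8 calcium dye for 40 to 90 min at room temperature. After a 10 s baseline, compound was added and calcium influx was read kinetically for 3 min (ex 480/em 520 nm).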
ELG1 genotoxic: qHTS screen for small molecules that induce genotoxicity in human embryonic kidney (HEK293T) cells expressing luciferase-tagged ELG1; HEK293T ELG1-luciferase reporter, luminescence, 16 h; 330,000 tested, 1.3% active; Potency, µM (top dose mostly 46 µM), without a hit: top-dose activity change, positive = activation, usual class: activators; note: potency is the fitted concentration of half-maximal effect; % of control where 0% means no effect; nearly all actives have a fitted effect of over 60% in size
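16 hr compound incubation (37 °C, 5% CO2) of HEK293T cells carrying luciferase-tagged ELG1; luciferase then measured by ONE-Glo luminescence after 30 min at RT.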
Tb PFK block: qHTS Assay to Find Inhibitors of T. brucei phosphofructokinase. T. brucei PFK, ADP-Glo luminescence. Potency, µM (highest dose often 57.5 µM), without a hit: at the highest dose activity, negative = inhibition, actives largely listed as inhibitors. 330,000 tested, 0.17% active;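 note: potency is the fitted concentration of half-maximal effect; 0% = uninhibited 1x PFK enzyme wells and -100% = no-enzyme wells; nearly all actives have a fitted effect of over 60% in size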
Target sequence (O15648 whole entry, looked up): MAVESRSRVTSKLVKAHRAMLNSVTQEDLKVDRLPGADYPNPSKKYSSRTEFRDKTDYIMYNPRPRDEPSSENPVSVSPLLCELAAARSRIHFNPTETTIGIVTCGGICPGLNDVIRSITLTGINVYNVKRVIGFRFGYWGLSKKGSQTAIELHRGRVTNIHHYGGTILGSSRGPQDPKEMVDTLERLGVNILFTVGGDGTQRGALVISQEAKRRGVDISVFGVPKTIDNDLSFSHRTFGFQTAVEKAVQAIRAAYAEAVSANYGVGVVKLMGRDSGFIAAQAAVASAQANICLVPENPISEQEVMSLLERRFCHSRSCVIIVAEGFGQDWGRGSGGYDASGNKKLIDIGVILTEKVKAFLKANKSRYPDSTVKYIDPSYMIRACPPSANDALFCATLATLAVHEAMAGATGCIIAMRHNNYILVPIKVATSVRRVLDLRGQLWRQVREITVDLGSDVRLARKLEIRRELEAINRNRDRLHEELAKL
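Activity is normalized to no-enzyme wells (full inhibition) and 1.25 nM enzyme wells (no inhibition). Reaction: 0.5 mM F6P, 0.1 mM ATP, 45 min RT, ADP-Glo luminescence; concentration-response curves fitted and classed by quality.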
NPC1 promoter act: qHTS Assay for NPC1 Promoter Activators; Potency, µM (highest dose often 9.22 µM), for the others: at the highest dose activation, actives largely listed as activators; AID 485313, 2010; 320,000 tested, 2.4% active; Huh7 NPC1 promoter luciferase reporter, 24 h;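 note: potency is the fitted concentration of half-maximal effect; % of control where 0% means no effect; nearly all actives have a fitted effect of over 60% in size; reporter is driven by a mutant NPC1 promoter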
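Luciferase expression driven by the NPC1 promoter was measured in stably transfected Huh7 cells after a 24 h compound incubation, using a luciferase reagent and a luminescence read.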
FLuc counter: qHTS profiling assay for firefly luciferase inhibitor/activator using purifed enzyme and Km concentrations of substrates (counterscreen for miR-21 project) | purified FLuc, Km substrates, luminescence inhibition | Potency, µM (top dose mostly 57.5 µM), for inactives: top-dose activity change, negative = inhibition, hits mostly inhibitors | 360,000 tested, 6.9% active | AID 588342, 2011;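 note: potency is the fitted concentration of half-maximal effect; plate controls were vehicle for no effect and reference inhibitor for full effect; nearly all actives have a fitted effect of over 55% in size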
Target sequence (P08659 whole entry, looked up): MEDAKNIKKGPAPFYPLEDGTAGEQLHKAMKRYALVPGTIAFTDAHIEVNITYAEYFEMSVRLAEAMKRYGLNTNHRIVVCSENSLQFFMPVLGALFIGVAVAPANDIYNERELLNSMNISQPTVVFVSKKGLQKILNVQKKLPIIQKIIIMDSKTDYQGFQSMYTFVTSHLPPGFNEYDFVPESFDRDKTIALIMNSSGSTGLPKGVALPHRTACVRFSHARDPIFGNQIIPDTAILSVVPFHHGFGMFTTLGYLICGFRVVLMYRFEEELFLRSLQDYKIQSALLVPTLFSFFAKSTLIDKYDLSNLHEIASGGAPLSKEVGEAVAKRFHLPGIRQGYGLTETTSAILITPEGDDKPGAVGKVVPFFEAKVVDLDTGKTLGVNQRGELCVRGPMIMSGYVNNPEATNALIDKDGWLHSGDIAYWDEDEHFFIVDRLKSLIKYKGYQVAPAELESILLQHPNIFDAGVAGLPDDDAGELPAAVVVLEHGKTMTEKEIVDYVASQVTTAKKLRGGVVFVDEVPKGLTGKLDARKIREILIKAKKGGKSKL
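Purified P. pyralis luciferase (10nM final) with 10uM D-luciferin and 10uM ATP (Km levels) in 50mM Tris acetate pH 7.5, 10mM Mg acetate, 0.01% Tween-20, 0.05% BSA; qHTS 6-point titration, ~60 µM downward; luminescence read.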
Starred values were filed as active, the others as inactive; u = inconclusive; x = not tested or not shown; [ ] = remark or other dose. Unless noted, calls come from the whole dose curve; as a rule, active = well fitted curve in the direction sought with a large enough effect; inconclusive = small, poorly fitted or top-dose-only effect, or another doubt; inactive = no such curve, though single readings can be large; an effect the other way counts as inactive or inconclusive.

1: Oc1ccc(/C=N/N2CCN(C3c4ccccc4-c4ccccc43)CC2)cc1O
2: CCCN1C2=NS(=O)(=O)CCN2c2ccccc21
3: NC(=O)N/N=C/c1ccccc1OCC(=O)NCc1ccccc1
4: C(=C(c1ccccc1)c1ccccc1)c1ccccn1
5: Cc1c(C(=O)N/N=C/c2ccccc2)[nH]c2c([N+](=O)[O-])cccc12
6: CCN(C(=S)NC(=O)C1CCCC1)C1CCCCC1
7: O=C(c1cc(-c2ccccn2)nc2ccc(Br)cc12)N1CCc2ccccc2C1
8: CC(C)Oc1ccc(C(CC(=O)O)Cc2ccccc2)cc1 (stereo not given)
9: Cc1c(C(=O)N2CCN(c3ccc([N+](=O)[O-])cc3)CC2)sc2ncn(CC(=O)N3CCOCC3)c(=O)c12
10: COc1cc2c(cc1OC)CN(C(=O)c1cc(=O)c3ccccc3o1)CC2
Assay by compound	1	2	3	4	5	6	7	8	9	10
RORgamma inh	16%	3%	-4%	x	-17%	4.5µM*	20%	3%	26%	-8%
Rab9 prom act	-4%	0%	-4%	2%	-24%	1%	-14%	1%	-3%	-20%
ELG1 DNA repair	-8%	9%	-14%	12%	10%	-3%	-7%	-3%	9%	8.2µM*
BRCA1 expr up	-33%	-8%	1%	11%	-53%	24%	x	-17%	-20%	-57%
VP16 counter	-19%	2%	-9%	x	2%	u	-12%[0.365 µM]	-3%	3%	-1%
p53 reactivator	2%	4%	-6%	7%	-2%	12%	-4%	4%	-2%	0%
TRPV1 ag	u	4	4	-4	2	14	28	0	-2	-3
ELG1 genotoxic	-2%	-7%	-1%	3%	9%	0%	-12%	1%	-12%	-6%
Tb PFK block	-5%	0%	-6%	-8%	5%	-3%	0%	1%	5%	5%
NPC1 promoter act	-12%	1%	0%	-3%	-18%	-2%	-5%	-6%	5%	-22%
FLuc counter	-10%	-2%	1%	1%	3%	4%	-16%	3%	1%	6%

An excerpt from above in order of SMILES length, highest first.
9: Cc1c(C(=O)N2CCN(c3ccc([N+](=O)[O-])cc3)CC2)sc2ncn(CC(=O)N3CCOCC3)c(=O)c12
3: NC(=O)N/N=C/c1ccccc1OCC(=O)NCc1ccccc1
4: C(=C(c1ccccc1)c1ccccc1)c1ccccn1
Assay by compound	9	3	4
RORgamma inh	26%	-4%	x
Rab9 prom act	-3%	-4%	2%
ELG1 DNA repair	9%	-14%	12%
BRCA1 expr up	-20%	1%	11%
VP16 counter	3%	-9%	x
p53 reactivator	-2%	-6%	7%
TRPV1 ag	-2	4	-4
ELG1 genotoxic	-12%	-1%	3%
Tb PFK block	5%	-6%	-8%
NPC1 promoter act	5%	0%	-3%
FLuc counter	1%	1%	1%

(cont.)
11: O=C(NCCc1c[nH]c2ccccc12)/C(=C/c1cccnc1)NC(=O)c1ccco1
12: Cc1occc1C(=O)N/N=C/C=C/c1ccc(N(C)C)cc1
13: CCOc1ccccc1C(=O)N(Cc1ccco1)C1CCS(=O)(=O)C1 (stereo not given)
14: Cc1ccc(C2CC(c3ccco3)n3ncnc3N2)cc1 (stereo not given)
15: COc1ccc2[nH]c3c(c2c1)CCNC3C1CC=C(C)CC1 (stereo not given)
16: COc1ccc(OC)c(NC(=O)c2ccc(CSc3nnc(C)s3)cc2)c1
17: CSc1ccc(NC(=O)NCCCN2CCN(c3ccccc3F)CC2)cc1
18: COc1ccc(CCN2C(=O)C3C4C=CC(C5CC45)C3C2=O)cc1OC (stereo not given)
19: COC(=O)c1ccc(-n2c(C)cc(C(=O)COC(=O)CC3Sc4ccccc4NC3=O)c2C)cc1 (stereo not given)
20: CCCCN(C(=O)CSc1c(C)c(C)cc(C)c1C)c1c(N)n(CCC)c(=O)[nH]c1=O
Assay by compound	11	12	13	14	15	16	17	18	19	20
RORgamma inh	11%	2.8µM*	10%	-27%	2%	18%	16%	3%	u	x
Rab9 prom act	-1%	2.5µM*	5%	-9%	-12%	-1%	7%	-2%	12%	-2%
ELG1 DNA repair	3%	u	-3%	0%	8%	-4%	u	-2%	-12%	0%
BRCA1 expr up	-18%	u	16%	-16%	-61%	17%	-26%	-4%	-22%	-3%
VP16 counter	-9%	3.2µM*	9%	10%	2%	-8%	-9%	1%	-4%	x
p53 reactivator	-5%	17%	2%	-3%	-1%	-6%	-4%	-2%	21%	0%
TRPV1 ag	1	4	x	x	7	22	26	1	-4	3
ELG1 genotoxic	-1%	u	-1%	-1%	0%	-4%	-7%	-3%	2%	1%
Tb PFK block	-1%	-4%	4%	-2%	-3%	-6%	0%[0.46 µM]	4%	1%	0%
NPC1 promoter act	-1%	4.5µM*	2%	4%	-26%	-2%	-1%	-1%	0%	-3%
FLuc counter	4%	24µM*	0%	-4%	3%	u	0%	7%	u	3%

21: Cc1cc(/N=C/N(C)C)on1
22: CC1CCCC(NC(=O)C2CCN(S(=O)(=O)N3CCC4(CC3)OCCO4)CC2)C1C (stereo not given)
23: COCc1nc2oc3ccc(F)cc3c(=O)c2cc1C(=O)OC
24: C/C(Cc1ccccc1)=N/NC(=O)CNC(=O)C(c1ccccc1)c1ccccc1
25: CC1(C)CC(=O)C2=C(C1)N(Cc1cccnc1)C(=O)C2(NC(=O)C1CC1)C(F)(F)F (stereo not given)
26: Cc1ccc(C(=O)NCCCNC(=O)COc2ccc(Cl)cc2)cn1
27: COC(CNS(=O)(=O)c1cccc2nonc12)OC
28: CCOC(=O)c1ccc(Nc2c(OCC)c(=O)c2=O)cc1
29: O=C(Nc1ccccc1)N1CCC(C(=O)N2CCN(c3ccccc3F)CC2)CC1
30: CCCCNS(=O)(=O)c1cc2c3c(c1)CCN3C(=O)CC2
Assay by compound	21	22	23	24	25	26	27	28	29	30
RORgamma inh	-22%	32%	0%	-30%	1%	22%	-10%	1%	0%	-25%
Rab9 prom act	3%	2%	u	-5%	-3%	-2%	0%	-1%	1%	0%
ELG1 DNA repair	0%	-17%	u	u	u	-17%	1%	u	u	u
BRCA1 expr up	-2%	-7%	4µM*	-14%	0%	-15%	1%	-12%	0%	1%
VP16 counter	6%	4%	1%	-9%	-7%	-6%	-3%	-1%	-4%	-15%
p53 reactivator	13%	6%	6%	-1%	4%	-6%	7%	-2%	-4%	7%
TRPV1 ag	-2	0	4	5	0	-2	0	u	u	-1
ELG1 genotoxic	0%	-2%	u	0%	-2%	-5%	3%	2%	-7%	13%
Tb PFK block	1%	-1%	1%	-12%	-1%	0%	2%	-2%	0%	-2%
NPC1 promoter act	-4%	2%	2.8µM*	-5%	-4%	0%	0%	0%	0%	-3%
FLuc counter	-1%	1%	u	-1%	-2%	-1%	1%	-18%	-1%	1%

31: CC1=C(C(=O)N2CCOCC2)C(c2ccc(Cl)cc2)NC(=S)N1 (stereo not given)
32: O=C(Cc1ccc(Br)cc1)Nc1ccc(S(=O)(=O)N2CCCC2)cc1
33: CC(C)c1ccc(/C=C2\SC(N3CCCC3)=NC2=O)cc1
34: CCCn1c(-c2ccncc2)n[nH]c1=S
35: O=C(CCc1ccccc1)Nc1cccnc1
Assay by compound	31	32	33	34	35
RORgamma inh	12%	u	u	u	1%
Rab9 prom act	1%	2%	-1%	-4%	1%
ELG1 DNA repair	17%	u	-1%	11%	u
BRCA1 expr up	-2%	x	1%	18%	34%
VP16 counter	-7%	-15%	1%	6%	-4%
p53 reactivator	-8%	-18%	-7%	0%	5%
TRPV1 ag	-2	u	u	0	u
ELG1 genotoxic	1%	-14%	6%	-2%	u
Tb PFK block	0%	19µM*	-8%	-2%	3%
NPC1 promoter act	5%	-5%	1%	-2%	3%
FLuc counter	-1%	1%	u	6%	u

Some values from the list.
cpd 20 in Rab9 prom act has -2%
cpd 9 in ELG1 DNA repair has 9%
